High-throughput results as filed in PubChem BioAssay.
Rv3671c inh: Rv3671c (M. tuberculosis) protease inhibition; P9WHR9; inhibition, % at 5.96 µM; hit rate 0.048% among 320,000; AID 2606; in the data active means inhibition above about 38%;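 further: extracellular domain of Rv3671c used as enzyme; 0% = enzyme with DMSO and 100% = no enzyme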
UGM FP inh: Mtb UDP-galactopyranose mutase inhibition. P9WIQ1. inhibition, % at 10 µM. hit rate 0.06% among 320,000. purified UGM, fluorescence polarization probe displacement; in the data active means inhibition above about 10%, passing the limit was not always enough
Target sequence (P9WIQ1 whole entry, looked up): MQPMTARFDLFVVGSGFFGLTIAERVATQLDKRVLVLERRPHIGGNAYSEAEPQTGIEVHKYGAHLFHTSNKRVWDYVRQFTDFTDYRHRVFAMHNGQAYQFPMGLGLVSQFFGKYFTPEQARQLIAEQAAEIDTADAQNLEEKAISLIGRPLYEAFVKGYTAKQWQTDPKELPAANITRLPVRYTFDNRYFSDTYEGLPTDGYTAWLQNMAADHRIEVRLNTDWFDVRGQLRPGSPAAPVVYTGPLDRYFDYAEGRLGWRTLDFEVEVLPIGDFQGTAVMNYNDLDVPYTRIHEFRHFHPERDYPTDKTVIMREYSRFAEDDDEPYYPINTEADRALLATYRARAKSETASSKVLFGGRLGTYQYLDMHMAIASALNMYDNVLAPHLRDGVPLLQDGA
SARS 3CLpro inh: SARS-CoV 3CLpro protease inhibition | P0C6X7 | recombinant SARS-CoV 3CLpro, quenched FRET peptide cleavage | inhibition, % at 6 µM | hit rate 0.14% among 290,000 | AID 1706; in the data active means inhibition above about 12%
VHR inh abs: blocks human VHR1 dual specificity phosphatase. AID 1654. inhibition, % at 13.3 µM. recombinant VHR phosphatase, pNPP absorbance. hit rate 0.52% among 290,000. P51452; in the data active means inhibition above about 50%; further: some compounds called inactive have numbers as strong as hits
Target sequence (P51452 whole entry, looked up): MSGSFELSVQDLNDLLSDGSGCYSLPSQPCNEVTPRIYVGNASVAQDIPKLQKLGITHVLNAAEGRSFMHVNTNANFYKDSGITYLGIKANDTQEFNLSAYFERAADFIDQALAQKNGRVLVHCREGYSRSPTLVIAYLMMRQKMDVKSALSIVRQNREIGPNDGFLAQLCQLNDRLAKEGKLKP
GDH-TPI counter: counter-screen for M. tuberculosis FBA inhibitors: GDH-TPI coupled enzymes | inhibition, % at 4.8 µM | GDH-TPI coupled enzyme counterscreen, NADH absorbance | AID 588335 | hit rate 1.2% among 360,000; in the data active means inhibition above about 30%;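 further: 0% = DMSO wells and 100% = wells lacking the enzyme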
Mtb BioA inh: BioA (M. tuberculosis) enzyme inhibition. inhibition, % at 9.99 µM. purified M. tuberculosis BioA enzyme, plate reader. hit rate 0.096% among 360,000. AID 602481; in the data active means inhibition above about 40%
Vc quorum ag: quorum light induction in luxS cqsA deficient V. cholerae; V. cholerae BH1578 lux reporter, luminescence, 6 h; activation, % at 18.7 µM; hit rate 0.16% among 350,000; in the data active means activation mostly above about 9.7%, no sharp cut-off; further: not every result past the cut was called active; inactives centre near 0; reference of the scale not given here
Mtb FBA inh: inhibitors of M. tuberculosis fructose-bisphosphate aldolase; P9WQA3; purified M. tuberculosis FBA, fluorescence read-out; inhibition, % at 1 µM; hit rate 2.3% among 360,000; in the data active means inhibition above about 27%;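 further: 0% = vehicle and 100% = reference inhibitor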
SSB-PriA inh: K. pneumoniae PriA-SSBct interaction inhibition; inhibition, % at 33 µM; AlphaScreen SSBct-PriA binding, biotinylated peptide; AID 1272365; hit rate 0.6% among 430,000; in the data active means inhibition mostly above about 37%, no sharp cut-off; inactive means mostly below about 20%;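 further: plate controls were negative control peptide for no effect and reference peptide for full effect; strong numbers were not always called active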
MazEF act: increases E. coli MazEF RNase cleavage of RNA. activation, % at 20 µM. P0AE70. hit rate 0.32% among 350,000. FAM/BHQ RNA-DNA oligo cleavage fluorescence, 5 h. AID 504720; in the data active means activation above about 50%
Target sequence (P0AE70 whole entry, looked up): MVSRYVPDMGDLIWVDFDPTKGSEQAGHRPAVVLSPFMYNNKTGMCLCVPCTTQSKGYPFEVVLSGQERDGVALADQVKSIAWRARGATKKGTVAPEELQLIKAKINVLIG
An asterisk follows results filed as active; i = inactive; · = no result given; & = joins results of further samples.

Below each SMILES – Rv3671c inh, UGM FP inh, SARS 3CLpro inh, VHR inh abs, GDH-TPI counter, Mtb BioA inh, Vc quorum ag, Mtb FBA inh, SSB-PriA inh, MazEF act
- O=C(O)c1ccc(C(=O)Nc2cccc3ccccc23)c(C(=O)O)c1
  ·, 4.3, 4, -1, 9, 8.2, 225*, 54*, 14, 7
- COc1ccc(-n2nc(C(=O)Nc3ccc4c(c3)OCO4)c3ccccc3c2=O)cc1
  -4, -1.8, 2, 4, 3, ·, i, 2, 2, -1
- O=c1cc(-c2ccc(O)cc2)oc2cc(O)c(C3OC(CO)C(O)C(O)C3O)c(O)c12 (centres undefined)
  0, 2.3, -1, 21, 15, 0.8, -0.5, 7, -5, 6
- O=C(COC(=O)c1cccc(Br)c1)NCC1CCCO1 (centres undefined)
  -5, -3.7, ·, ·, 5, -1.0, i, 1, -5, -3
- COc1cccc(C(=O)NCCS(=O)(=O)N2CCOCC2)c1
  -5, -2.8, ·, ·, 12, -1.5, 0.5, 0, 0&-7, -1
- Cc1ccccc1OCc1nc(C#N)c(N2CCCC2)o1
  1, 0.2, 6, -1, 0, ·, -0.9, -1, 16, -5
- COc1ccc(CC(=O)Nc2ccc(OC)nc2)cc1
  -8, 1.7, 0, 30, 5, -1.9, -0.3, 6, -5, -2
- CCN1C(=O)[C@H]2[C@H]3CN=C(SCc4ccc(C(=O)OC)cc4)N3[C@@](CC)(C(=O)OC)[C@H]2C1=O
  ·, ·, ·, ·, 14, -0.6, -0.9, 4, -2, -1
- CCOC(=O)C1=C(COC(=O)c2ccco2)NC(=O)NC1CC (centres undefined)
  -4, -1.4, ·, ·, 4, 1.5, i, 6, -6, 7
- Cc1ccc(N(Cc2ccccc2)C(=O)c2ccc(C)c(S(=O)(=O)N3CCOCC3)c2)cc1
  -13, -0.5, ·, ·, 2, -1.2, i, 1, -15, -4
- CS(=O)(=O)N(CC(=O)N1CCCC1)Cc1ccc(Cl)c(Cl)c1
  -13, -3.5, 8, -16, 6, -0.3, -0.3, 1, -2, 2
- CCN(CC)C(c1ccc(F)cc1)c1nnnn1CC1CCCO1 (centres undefined)
  -1, -1.1, 3, 31, 9, ·, 0.8, 1, -3, 1
- O=C(N/N=C/c1c(F)cccc1Cl)C1CC1
  0, 1.6, -3, 10, 3, -0.4, -0.5, 2, ·, -535
- COC(=O)c1ccc(N2CCOCC2)c(F)c1
  -2, -2.1, 4, 10, 2, -1.4, i, 3, -2, 12
- CC1=CC(C)(C)N(S(=O)(=O)c2ccc(F)cc2)c2ccccc21
  2, 3.7, 1, 19, -10, 0.0, -0.4, 3, -20, -8

Entries shown so far with a halogen (6):
Below each SMILES – Rv3671c inh, UGM FP inh, SARS 3CLpro inh, VHR inh abs, GDH-TPI counter, Mtb BioA inh, Vc quorum ag, Mtb FBA inh, SSB-PriA inh, MazEF act
- O=C(COC(=O)c1cccc(Br)c1)NCC1CCCO1 (centres undefined)
  -5, -3.7, ·, ·, 5, -1.0, i, 1, -5, -3
- CS(=O)(=O)N(CC(=O)N1CCCC1)Cc1ccc(Cl)c(Cl)c1
  -13, -3.5, 8, -16, 6, -0.3, -0.3, 1, -2, 2
- CCN(CC)C(c1ccc(F)cc1)c1nnnn1CC1CCCO1 (centres undefined)
  -1, -1.1, 3, 31, 9, ·, 0.8, 1, -3, 1
- O=C(N/N=C/c1c(F)cccc1Cl)C1CC1
  0, 1.6, -3, 10, 3, -0.4, -0.5, 2, ·, -535
- COC(=O)c1ccc(N2CCOCC2)c(F)c1
  -2, -2.1, 4, 10, 2, -1.4, i, 3, -2, 12
- CC1=CC(C)(C)N(S(=O)(=O)c2ccc(F)cc2)c2ccccc21
  2, 3.7, 1, 19, -10, 0.0, -0.4, 3, -20, -8

Additional structures:
Codes – A = Rv3671c inh; B = UGM FP inh; C = SARS 3CLpro inh; D = VHR inh abs; E = GDH-TPI counter; F = Mtb BioA inh; G = Vc quorum ag; H = Mtb FBA inh; I = SSB-PriA inh; J = MazEF act
COc1cccc(OC)c1C(=O)Nc1ccc(N2CCN(S(C)(=O)=O)CC2)cc1
  A: -9; B: -0.8; C: 1; D: 3; E: 9; F: ·; G: -0.3; H: -1; I: -3; J: 3
Cc1nnc2sc(-c3ccco3)nn12
  A: -3; B: -1.9; C: -2; D: 10; E: 0; F: -0.9; G: -2.7; H: -4; I: -22&0; J: 4
O=C(Oc1cccc2cccnc12)c1ccc(N2C(=O)C3C4CCC(C4)C3C2=O)cc1 (centres undefined)
  A: 3; B: -3.1; C: -3; D: 7; E: 4; F: ·; G: -0.7; H: 0; I: 16; J: 4
CCc1nnc(NC(=O)CSc2ccc(-c3ccccc3OC)nn2)s1
  A: -2; B: 2.4; C: 2; D: 32; E: 2; F: ·; G: i; H: 1; I: 4; J: 6
C[C@H](CO)N1C[C@H](C)[C@@H](CN(C)S(=O)(=O)c2ccc(F)cc2)Oc2c(NC(=O)c3ccncc3)cccc2C1=O
  A: ·; B: ·; C: ·; D: ·; E: 2; F: -1.1&1.1; G: i; H: 1; I: -8; J: 4
COc1cc(Cl)c(C)cc1NC(=O)COC(=O)c1cnc(C)cn1
  A: -13; B: -2.3; C: -7; D: -11; E: -1; F: 0.8; G: -0.5; H: -3; I: -22; J: -2
CC(CNC(=S)Nc1cc(F)cc(F)c1)CSc1ccc(Cl)cc1 (centres undefined)
  A: -15; B: -1.4; C: -1; D: -14; E: 9; F: -2.2; G: -0.6; H: 1; I: -6; J: -1
Cc1cc(-c2ccccc2)nc2cc(C(N)=O)nn12
  A: -6; B: 1.2; C: -6; D: 0; E: 18; F: -2.9; G: -3.6; H: 10; I: -12; J: 1
O=C(C[n+]1cc(Br)cc(Br)c1)c1ccccc1
  A: 0; B: -2.4; C: 2; D: -12; E: 15; F: ·; G: i; H: 0; I: -8; J: 13
CCCCOc1ccccc1P(=O)(O)CP(=O)(c1ccccc1)c1ccccc1
  A: -6; B: -1.4; C: 4; D: 41; E: 8; F: 0.3; G: -0.2; H: 2; I: -9; J: -2
CNc1cncc(-c2ccc(O)cc2)n1
  A: ·; B: ·; C: ·; D: ·; E: 23; F: -1.1; G: i; H: 131*; I: ·; J: ·
Cc1cccc(C(O)c2ncc(-c3ccc(C(F)(F)F)cc3)[nH]2)c1C (centres undefined)
  A: ·; B: ·; C: ·; D: ·; E: 14; F: 0.0; G: -0.2; H: 1; I: ·; J: ·
COc1cccc(/C=N/NC(=O)c2nnn(-c3nonc3N)c2CN(C)c2ccccc2)c1
  A: -15; B: 3.4; C: 12*; D: 2; E: 8; F: -2.8; G: -0.2; H: -2; I: ·; J: -6
Cc1nn(C)c(C)c1CN(C)C(=O)c1cnn2c1NC(c1ccccc1)CC2C(F)(F)F (centres undefined)
  A: 0; B: -0.2; C: 0; D: 23; E: 3; F: 0.3; G: i; H: -2; I: -4; J: 0
CN(C)CC(=O)N1c2ccccc2CCc2ccc(NC(=O)c3ccc(N)cc3)cc21
  A: 0; B: ·; C: -6; D: 13; E: 8; F: -2.0; G: -0.4; H: 2; I: 8; J: 12

A portion of the library, so the mix of outcomes need not match the whole.
